High-throughput results: PubChem BioAssay, National Center for Advancing Translational Sciences (NCATS)
GAA spleen mod: lysosomal alpha-glucosidase (human) modulation; human spleen homogenate, 4-MU-alpha-glucoside fluorescence; AID 2112; P10253; 0.006% of 240,000 active; Potency, µM (highest dose often 79.9 µM), inactives show at the highest dose activity change, negative = inhibition, most hits filed as inhibitors;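 note: 0% = enzyme with vehicle and -100% = no enzyme basal signal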
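Compounds were titrated against alpha-glucosidase in spleen homogenate at pH 5.0, with 1 mM 4-methylumbelliferyl substrate for 40 min at 37 C. Reactions were quenched with pH 10 NaOH/glycine and fluorescence measured.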
GAA glycogen: alters human alpha-glucosidase cleavage of glycogen. Potency, µM (highest dose often 76.4 µM), for inactives: at the highest dose activity change, negative = inhibition, hits mostly inhibitors. 0.38% of 300,000 active. recombinant GAA, glycogen substrate, Amplex Red glucose oxidase fluorescence. P10253;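 note: 0% = full enzyme reaction and -100% = no-enzyme basal signal; the screen sought inhibitors and activators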
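qHTS, 1536-well; enzyme 4 nM final; cpd up to 77 uM; substrate bovine liver glycogen 30 ug; 50 mM citrate/phosphate pH 5.0, 0.01% Tween-20; 37 C, 40 min; Amplex Red detection 45 min RT; Hill fit → AC50.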
HTT ATP protect: cytoprotection in Huntington HTT-Q103 PC12 cell model; PC12 HTT-Q103 induced, cytoprotection, ATP luminescence, 40 h; Potency, µM (highest dose often 56.4 µM), for inactives: cytoprotection (ATP increase), usual class: activators; 0.14% of 230,000 active;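 note: % of control where 0% means no effect; nearly all actives have a fitted effect of over 45% in size; toxic huntingtin expression switched on by the ecdysone agonist tebufenozide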
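Stable PC12 Q103-GFP cells in serum-supplemented, phenol red-free DMEM; induction by tebufenozide at 100 nM final; compound dose series; cell viability quantified luminescently from ATP.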
Tau ThT inhib: tau fibrillization inhibition (ThT binding). P10636. recombinant tau K18 P301L, heparin-induced fibrillization, ThT fluorescence. Potency, µM (titrated, usually from 57.4 µM), inactives show at the top dose activity, negative = inhibition, hits mostly inhibitors. AID 1460. 2.1% of 270,000 active; note: % is set by controls: 0 for no effect and ±100 for the full control effect; nearly all actives have a fitted effect of over 55% in size
Target sequence (P10636 561-689 P618L limits assumed): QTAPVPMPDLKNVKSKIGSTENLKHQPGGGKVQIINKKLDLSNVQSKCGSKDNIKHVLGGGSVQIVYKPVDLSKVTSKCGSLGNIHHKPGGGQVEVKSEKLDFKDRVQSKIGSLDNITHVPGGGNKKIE
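Aggregation was driven by heparin (20 uM final) acting on recombinant tau […] bearing P301L in 100 mM sodium acetate pH 7; fibrils were detected with Thioflavin T.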
GLA spleen mod: inhibitors or activators of human alpha-galactosidase in spleen homogenate; 0.008% of 240,000 active; AID 2107; Potency, µM (top dose mostly 80 µM), for inactives: at the highest dose activity change, negative = inhibition, actives largely listed as inhibitors; human spleen homogenate, 4MU-alpha-Gal fluorescence, 40 min; P06280;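 note: 0% = enzyme with vehicle and -100% = no enzyme basal signal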
Target sequence (P06280 32-429 limits assumed): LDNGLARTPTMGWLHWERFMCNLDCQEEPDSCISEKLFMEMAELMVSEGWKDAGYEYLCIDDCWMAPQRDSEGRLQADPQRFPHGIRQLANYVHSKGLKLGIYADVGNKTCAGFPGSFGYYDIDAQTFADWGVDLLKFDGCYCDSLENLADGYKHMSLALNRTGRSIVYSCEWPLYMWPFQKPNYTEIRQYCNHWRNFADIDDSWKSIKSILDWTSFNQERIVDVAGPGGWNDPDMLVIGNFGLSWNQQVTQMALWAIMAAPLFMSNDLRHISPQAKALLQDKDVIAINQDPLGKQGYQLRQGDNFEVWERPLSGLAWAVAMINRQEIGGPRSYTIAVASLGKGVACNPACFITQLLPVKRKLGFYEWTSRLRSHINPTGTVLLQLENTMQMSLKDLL
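qHTS titration in buffer at pH 5.0. Alpha-galactosidase activity in spleen homogenate was measured via 4-methylumbelliferone release from 1 mM fluorogenic substrate after 40 min at 37C and a pH 10 stop. AC50 came from Hill fits of control-normalized data.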
Tau FP inhib: tau fibrillization inhibition (FP) | P10636 | Potency, µM (top dose mostly 57.7 µM), for the others: at the highest dose activity, negative = inhibition, actives largely listed as inhibitors | 0.39% of 280,000 active | K18 P301L tau heparin fibrillization, Alexa594 FP, 6 h | AID 1468; note: % is set by controls: 0 for no effect and ±100 for the full control effect; nearly all actives have a fitted effect of over 55% in size
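Recombinant K18 P301L […], labeled with Alexa 594 at 0.24 uM over 15 uM unlabeled; heparin inducer 20 uM final; 37 C, 6 hr; FP endpoint.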
Tau fluor counter: counter-screen for tau fibril formation inhibitors; tau K18 P301L (four-repeat tau fragment) Alexa594 fluorescence, heparin fibrillization; Potency, µM (doses to about 57.7 µM), inactives show at the top dose activity change, negative = decrease; 0.93% of 280,000 active; note: % is set by controls: 0 for no effect and ±100 for the full control effect; nearly all actives have a fitted effect of over 55% in size
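Human K18 P301L tau (15 uM unlabeled plus 0.24 uM Alexa 594-labeled, final) in 100 mM sodium acetate pH 7 was mixed with compound and 20 uM heparin and incubated 6 hr at 37 C.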
GAA inh: alpha-glucosidase (human) inhibition; 0.005% of 200,000 active; purified human GAA, 4-MU-alpha-glucoside fluorescence; P10253; Potency, µM (titrated, usually from 76.9 µM), for the others: top-dose activity change, negative = inhibition, most hits filed as inhibitors;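 note: plate controls were uninhibited enzyme wells for no effect and no-enzyme background for full effect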
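Fluorescence at Ex 365/Em 440 nm from 4-methylumbelliferone reported enzyme activity after 20 min at room temperature. Reactions used 4 nM enzyme and 400 uM substrate at pH 5.0; curves fitted with the Hill equation.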
The depositor's hits bear a star; ? = inconclusive; · = no result given; & = joins results of further samples; [ ] = remark or other dose. Calls come from the whole dose curve; as a rule, active = well fitted curve in the direction sought with a large enough effect; inconclusive = small, poorly fitted or top-dose-only effect, or another doubt; inactive = no such curve, though single readings can be large; an effect the other way counts as inactive or inconclusive. Potency is the fitted concentration of half-maximal effect.

The opening 2 entries as a preview:
SMILES | GAA spleen mod | GAA glycogen | HTT ATP protect | Tau ThT inhib | GLA spleen mod | Tau FP inhib | Tau fluor counter | GAA inh
Clc1ccccc1-c1nc(N/N=C/c2cccnc2)c2ccccc2n1 | 1% | 1% | -83%[inhibitor] | ? | -5% | -13% | -20% | -7%
COC(=O)c1ccc(C(NC(=O)OCc2ccccc2)/C(=C/[C@@H](C)C(=O)NCc2ccncc2)c2cccnc2)cc1 (some centres not stated) | 0% | · | -8% | -7% | 0% | -10% | -11% | ·

Results, from the start:
SMILES | GAA spleen mod | GAA glycogen | HTT ATP protect | Tau ThT inhib | GLA spleen mod | Tau FP inhib | Tau fluor counter | GAA inh
Clc1ccccc1-c1nc(N/N=C/c2cccnc2)c2ccccc2n1 | 1% | 1% | -83%[inhibitor] | ? | -5% | -13% | -20% | -7%
COC(=O)c1ccc(C(NC(=O)OCc2ccccc2)/C(=C/[C@@H](C)C(=O)NCc2ccncc2)c2cccnc2)cc1 (some centres not stated) | 0% | · | -8% | -7% | 0% | -10% | -11% | ·
COc1cc2c(C(=O)NCc3ccccn3)cn(CC(C)C)c(=O)c2cc1OC | 0% | 3% | -3%[10 µM] | 0% | 4% | 0% | 0% | 4%
N#Cc1cn(CC(=O)NCCc2c[nH]c3ccccc23)c2ccccc12 | -12% | -4% | 3% | -2% | -15% | 12% | -25% | -1%
COc1ccc(C(=O)C2CCN(C(=S)NCCc3ccccc3)CC2)cc1 | -7% | -4% | 23% | -8% | -4% | 4% | -5% | 4%
COc1ccc2[nH]c3c(N4CCc5ccccc5C4)ncnc3c2c1 | 11% | -5% | -63%[inhibitor][10 µM] | · | 14% | ? | ? | ·
COC(=O)C1=C(C)NC(=S)NC1c1ccc(-c2cccc(Cl)c2)o1 (configuration not stated) | -4% | 15% | · | ? | -5% | 2% | -19% | 1%
CCOC(=O)c1nnn(C(CC)C(=O)Nc2c(C)cccc2C)c1C(=O)OCC (configuration not stated) | · | 19%[76.3 µM] | · | -10% | · | -1% | -13% | ·
O=C1c2cnc3ncnn3c2CC2c3ccccc3CCN12 (configuration not stated) | 7% | -6% | -4% | -10% | ? | 1% | -7% | ?
CCN(CC)C(=S)Nc1ccc(OC(F)F)cc1 | -5% | 19% | -2%[10 µM] | 5% | -12% | 6% | 0% | ?
Cc1cc(N2CCC(C(=O)N(CC(C)C)CC(C)C)CC2)n2nc(C)c(-c3ccc(Cl)cc3)c2n1 | · | -13%[76.3 µM] | · | ? | · | -3% | -28% | ·
C=C[C@@]1(C)CC(=O)[C@@]2(O)[C@@]3(C)[C@@H](O)CCC(C)(C)[C@@H]3[C@H](O)[C@H](OC(C)=O)[C@@]2(C)O1 | 2% | · | ? | -2% | 8% | 10% | -1% | ·
O=C(c1ccco1)N1CCN(C/C=C/c2ccccc2)CC1 | 9% | 9% | -12% | ? | 8% | ? | ? | ?
CSc1ccc(C2CC(=O)Oc3c2c(=O)n(C)c2ccccc32)cc1 (configuration not stated) | · | -8%[76.3 µM] | · | -12% | · | -4% | -15% | ·
OCc1cc([C@@H](O)CNCCCCCCOCCCCc2ccccc2)ccc1O | -8% | · | -93%[inhibitor] | -8% | 8% | 5% | -16% | ·
COc1ccc(C2CC(C(F)(F)F)n3nc(C(=O)O)c(Cl)c3N2)cc1OC (configuration not stated) | -4% | -12% | -7% | -4% | -9% | 5% | 5% | -13%
CCOC(=O)c1sc(N)c(C#N)c1CSc1nc2ccc(OCC)cc2[nH]1 | -1% | -12% | -8% | -17% | 5% | 6% | ? | -8%
Cc1ccc(/C=N/n2c(-c3ccc(Cl)cc3)n[nH]c2=S)s1 | -2% | 0% | 0% | -4% | 5% | -8% | -10% | 4%
Cc1ccc(/C=N/N=C2/NC(=O)CS2)o1 | 2% | 2% | -35%[inhibitor] | ? | 1% | -3% | -5% | 1%
CC(OC(=O)c1ccc(Cl)c(S(=O)(=O)Nc2ccc(F)cc2)c1)C(=O)NC(N)=O (configuration not stated) | 3% | 7% | -1%[10 µM] | -7% | -2% | -8% | -19% | -13%
O=C(CCCCCCCCN1C(=O)c2ccccc2C1=O)N1CCOCC1 | -9% | -1% | -13%[10 µM] | -9% | 9% | -4% | -10% | ·
CC12CN3CC(C)(CN(C1)C3c1ccc(Cl)cc1Cl)C2O (configuration not stated) | -2% | 6% | 3% | ? | 3% | 6% | -10% | 12%
COc1ccccc1C(=O)NCCn1cc(SCc2ccc(C)cc2)c2ccccc21 | · | -15%[76.3 µM] | · | ? | · | -2% | ? | ·
Cc1ccc(/C=N/n2c(-c3cccnc3)n[nH]c2=S)o1 | 5% | -12% | -8%[10 µM] | -11% | -1% | -3% | -12% | ·
Cc1c(NC(=O)c2nc3ccccc3nc2N2CCCCC2)cccc1[N+](=O)[O-] | · | -5%[76.3 µM] | · | ? | · | -6% | -27% | ·
O=C(NCc1cccnc1)c1cc(Sc2cccc(Cl)c2)nc2ccccc12 | -15% | -10% | 8%[10 µM] | -17% | 1% | 2% | -21% | -15%
O=C(OC(c1ccc(NS(=O)(=O)c2ccccc2)cc1)(C(F)(F)F)C(F)(F)F)c1ccccc1 | 4% | -8% | 10%[10 µM] | ? | -5% | -14% | ? | 2%
Cn1c(CN2CCCCC2)nc2cc(NS(=O)(=O)c3ccc(F)cc3)ccc21 | 5% | -5% | -1%[10 µM] | -3% | 9% | -7% | -1% | -4%
CC(=O)C(C)Oc1ccc2c3c(c(=O)oc2c1C)CCCC3 (configuration not stated) | -3% | -25% | -24% | -23% | 3% | -9% | -15% | -2%
N#C/C(=C\c1ccc(-c2ccc(F)cc2F)o1)c1nc2ccccc2[nH]1 | · | 13%[76.3 µM] | · | ? | · | -8% | -11% | ·
COc1cc(C)nc(Oc2ccc(OCCOc3ccc(C)cc3)nn2)n1 | 0% | 10% | -28% | -1% | 0% | 1% | -4% | 1%
Cc1cccc(C2(c3cccc(C)c3)CC2C(=O)Nc2ccc([N+](=O)[O-])cc2O)c1 (configuration not stated) | -3% | 9% | 5%[10 µM] | ? | 1% | ? | 10µM*[quencher] | ?
CC1S/C(=N\N=C\c2cccc([N+](=O)[O-])c2)N(C(C)(C)C)C1=O (configuration not stated) | ? | -2% | -1%[10 µM] | -8% | -2% | 3% | ? | ·
COc1cc(NC(=O)Cc2cccs2)ccc1-n1cnnn1 | -6% | 2% | -9%[10 µM] | -3% | -3% | 0% | -1% | 1%
CC(C)CC(=O)N1CCN(Cc2ccc3c(c2)OCO3)CC1 | 0% | 4% | 15% | -8% | 1% | -4% | -9% | 2%
CCOC(=O)c1c(-c2ccccc2)csc1NC(=O)c1cc(S(=O)(=O)N2CCOCC2)ccc1C | 0% | -5% | -4%[10 µM] | -16% | 2% | -9% | -16% | 9%
Cn1c2c(c(=O)n(C)c1=O)C1c3ccccc3OCC1C(C)(C)O2 (configuration not stated) | 1% | -7% | -10% | 3% | -1% | 6% | 6% | ?
COc1ccc(CC(=O)Nc2cccc(SC)c2)cc1OC | 3% | 1% | 9% | 5% | 6% | 8% | -5% | 1%
COC(=O)Cc1nnc(NC(=O)c2ccccc2)s1 | 2% | 3% | -17%[0.074 µM] | -3% | -6% | 2% | 4% | 0%
Cc1nc2ccccc2c(=O)[nH]1 | -1% | 6% | 11% | -8% | 0% | 7% | 0% | 9%
CCOC(=O)c1cc(CC)sc1NC(=O)c1cc([N+](=O)[O-])ccc1N1CCOCC1 | 6% | 4% | -76%[inhibitor] | -14% | 1% | 9% | -14% | -7%
CCOc1ccc(CCNC(=O)COC(=O)/C=C/c2ccc(OCC#N)c(OC)c2)cc1OCC | -7% | 3% | 17%[10 µM] | -5% | 1% | -7% | -9% | 2%
COc1cccc(N2CCN(C3CC(=O)N(c4ccc(Cl)c(Cl)c4)C3=O)CC2)c1 (configuration not stated) | -7% | -11% | -12%[0.074 µM] | ? | -4% | 6% | -23% | -11%
COc1cccc(Cn2c(=O)n(-c3ccc(Br)cc3F)c(=O)c3sc4ccccc4c32)c1 | · | -15%[76.3 µM] | · | -5% | · | ? | -12% | ·
Cc1oc(-c2ccccc2F)nc1CSCC(=O)N1CCN(c2ccccc2)CC1 | · | 16%[76.3 µM] | · | -21% | · | 5% | -12% | ·
CC(/C=C/c1ccccc1)=N\NC(=O)c1ccncc1 | -13% | -15% | ? | -7% | -17% | 8% | 3% | 7%
CC(=O)Nc1ccc(-c2cn3cc(C)ccc3n2)cc1 | 0% | -1% | -18%[10 µM] | 5% | -4% | 6% | 4% | 3%
COc1cccc(C2/C(=C(\O)c3ccc4c(c3)OCCO4)C(=O)C(=O)N2CCN(C)C)c1 (configuration not stated) | -6% | -1% | -10% | -7% | 0% | -7% | -8% | -19%
CN1C(=O)C(O)(CC(=O)c2ccccc2O)c2cc(Br)ccc21 (configuration not stated) | -2%&6% | -7%&5% | -13%[10 µM] | ? | 1%&13% | -1%&11% | 1%&-10% | -2%
CCN(CC)C(=O)c1ccc2c(c1)N(Cc1c(F)cccc1Cl)C(=O)c1ccccc1S2 | · | -21%[76.3 µM] | · | ? | · | -2% | -14% | ·
Cc1ccc(Cl)cc1N1CCN(CCNC(=O)Nc2ccccc2Cl)CC1 | · | -3%[76.3 µM] | · | ? | · | ? | ? | ·
COc1ccc(NC(=O)C(=O)NCC(=O)Nc2cccc(C(F)(F)F)c2)cc1 | 1% | 7% | -9%[10 µM] | -2% | 0% | -3% | 7% | ?

Full records, looked up by structure. Order of screens: GAA spleen mod, GAA glycogen, HTT ATP protect, Tau ThT inhib, GLA spleen mod, Tau FP inhib, Tau fluor counter, GAA inh
CCOC(=O)c1c(-c2ccccc2)csc1NC(=O)c1cc(S(=O)(=O)N2CCOCC2)ccc1C is listed with 0%, -5%, -4%[10 µM], -16%, 2%, -9%, -16%, 9%
CCOC(=O)c1nnn(C(CC)C(=O)Nc2c(C)cccc2C)c1C(=O)OCC (configuration not stated) is listed with ·, 19%[76.3 µM], ·, -10%, ·, -1%, -13%, ·
COC(=O)Cc1nnc(NC(=O)c2ccccc2)s1 is listed with 2%, 3%, -17%[0.074 µM], -3%, -6%, 2%, 4%, 0%

Not a hit list. Share with any hit: about 3.3%.
